Compound activity as filed in PubChem BioAssay.
UHRF1 MBD2 ctr: blocks human UHRF1 binding to methylated DNA; Q96T88; UHRF1 binding to methylated oligo, TR-FRET; inhibition, % at 4.4 µM; 0.75% of 370,000 active; in the data active = inhibition above about 21%;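 note: UHRF1 SRA domain binding a hemimethylated CpG hairpin DNA probe; 0% = median of test compound wells and 100% = reference inhibitor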
PG9 Ab binder: PG9 antibody binding by small molecule. TR-FRET gp120-PG9 antibody binding. inhibition, % at 6.7 µM. 0.43% of 360,000 active. AID 624416; in the data active = inhibition above about 8.5%
PRMT1 FP inh: PRMT1 (human) inhibition, primary screen; recombinant PRMT1, activity-based probe fluorescence polarization; inhibition, % at 2.79 µM; Q99873; 1.3% of 370,000 active;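 active = inhibition above about 21% made by adding two undisclosed values, limit read from the data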
MBD2 inh: MBD2-methylated oligo binding inhibition | 0.31% of 370,000 active | TR-FRET, MBD2 binding to methylated oligonucleotide | Q9UBB5 | AID 686964 | inhibition, % at 4.4 µM; in the data active = inhibition above about 13%
Target sequence (Q9UBB5 whole entry, looked up): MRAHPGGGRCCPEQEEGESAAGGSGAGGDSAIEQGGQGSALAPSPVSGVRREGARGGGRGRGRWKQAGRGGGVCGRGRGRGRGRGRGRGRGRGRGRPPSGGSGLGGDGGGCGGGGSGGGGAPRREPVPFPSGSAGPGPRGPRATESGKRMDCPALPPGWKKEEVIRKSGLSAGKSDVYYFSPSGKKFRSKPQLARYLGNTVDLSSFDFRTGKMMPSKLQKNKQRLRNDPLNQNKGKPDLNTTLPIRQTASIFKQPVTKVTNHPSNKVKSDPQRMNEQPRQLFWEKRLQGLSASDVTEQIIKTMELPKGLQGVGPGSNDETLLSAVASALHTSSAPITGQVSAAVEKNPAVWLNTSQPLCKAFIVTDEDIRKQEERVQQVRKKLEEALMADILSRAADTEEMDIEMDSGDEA
rCAG RNA binder: r(CAG) repeat RNA binding; inhibition, % at 3 µM; 1.3% of 370,000 active; TO-PRO-1 dye displacement fluorescence; AID 651821;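 active = inhibition above the plate cutoff, the mean of all test compounds on that plate plus 3 SD, cut at about 35% in these data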;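 note: 0% = DMSO alone and 100% = 100 µM mitoxantrone as full dye displacement; higher means more dye released from RNA so lower well fluorescence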
TCR CD3 inh: blocks the human TCR-CD3 interaction; 0.37% of 360,000 active; TAMRA-labeled TCR probe fluorescence, biochemical; inhibition, % at 9.4 µM; AID 651800; in the data active = inhibition above about 19%;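 note: recombinant mutant TCR 2C K166C tagged with TAMRA read by polarization; 0% = receptor in buffer alone and 100% = receptor with positive control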
HTRA1 inhibitor: inhibitors of human serine peptidase HTRA1 | Q92743 | 0.5% of 340,000 active | recombinant HTRA1, FP-rhodamine activity-based probe, fluorescence polarization | inhibition, % at 5.96 µM; in the data active = inhibition above about 36%;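 note: 0% = enzyme with DMSO and 100% = wells lacking enzyme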
LEDGF integ inh: blocks HIV-1 LEDGF/p75-dependent DNA integration | 0.64% of 370,000 active | inhibition, % at 3.7 µM | TR-FRET IN-LEDGF/p75 DNA integration, Eu/Cy5;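 active = inhibition above the screen-wide mean plus 3 SD, cut at about 13% in these data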;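 note: signal is the Cy5 over europium emission ratio at 671 and 618 nm; 0% = plate median of compound wells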
Rev-erbA mod: Rev-erb alpha (human) modulation. P20393. Rev-erbα–FITC-DNA binding, fluorescence polarization, 90 min. activity, % at 10 µM. 0.79% of 370,000 active. AID 1259318;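 active = activity above about 14%, limit read from the data; passing the limit was not always enough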;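 note: 0% = DMSO wells with 35 nM protein and 100% = DMSO wells with 750 nM protein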
Target sequence (P20393 whole entry, looked up): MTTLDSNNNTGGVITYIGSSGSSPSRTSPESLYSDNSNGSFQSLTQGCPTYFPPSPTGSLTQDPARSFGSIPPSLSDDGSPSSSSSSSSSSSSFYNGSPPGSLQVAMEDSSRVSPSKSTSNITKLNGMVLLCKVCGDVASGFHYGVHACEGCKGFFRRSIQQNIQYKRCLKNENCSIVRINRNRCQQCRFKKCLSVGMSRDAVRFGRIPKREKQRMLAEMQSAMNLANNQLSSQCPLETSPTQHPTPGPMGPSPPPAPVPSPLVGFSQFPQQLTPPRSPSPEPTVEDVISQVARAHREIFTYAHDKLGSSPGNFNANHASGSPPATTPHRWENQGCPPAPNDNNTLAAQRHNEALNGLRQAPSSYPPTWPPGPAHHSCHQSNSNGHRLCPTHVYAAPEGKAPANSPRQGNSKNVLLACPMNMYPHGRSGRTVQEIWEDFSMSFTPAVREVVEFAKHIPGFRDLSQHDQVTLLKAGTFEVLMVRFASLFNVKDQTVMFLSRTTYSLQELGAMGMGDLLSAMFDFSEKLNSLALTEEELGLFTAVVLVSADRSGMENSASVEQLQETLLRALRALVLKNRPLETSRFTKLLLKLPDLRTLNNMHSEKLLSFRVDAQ
ABHD4 inh: inhibits mouse alpha/beta hydrolase domain 4 | Q8VD66 | purified mABHD4, FP-Rh probe fluorescence polarization | inhibition, % at 8.92 µM | 0.54% of 370,000 active;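 active = inhibition exceeding the mean over every tested compound plus 3 SD, cut at about 30% in these data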;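 note: 0% = plate median of compound wells and 100% = S159A mutant with DMSO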
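Assay system: mABHD4 protein; medium: HEPES pH 7.0, NaCl, Pluronic buffer; dosing: 8.92 µM, single dose; schedule: 45 min + 60 min at 25 °C; signal: FP readout, ex 525 nm / em 598 nm; read-out: normalized percent inhibition of probe labeling; repeats: single replicate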
* hit, by the source's call; nt = not tested or not shown.

SMILES	UHRF1 MBD2 ctr	PG9 Ab binder	PRMT1 FP inh	MBD2 inh	rCAG RNA binder	TCR CD3 inh	HTRA1 inhibitor	LEDGF integ inh	Rev-erbA mod	ABHD4 inh
CC1CN(CCCOc2ccccc2-c2ccccc2)CC(C)O1 (stereo unspecified)	1	0.2	3	0	-10	-10	-2	4	-1	19
O=c1[nH]c(/C=C/c2ccccc2[N+](=O)[O-])nc2ccccc12	0	-2.1	-3	-1	0	6	3	1	-29	3
CCc1ccccc1NC(=O)CSc1nc2ccccc2n1CC(=O)N1CCCC1	1	-1.6	0	-2	-5	2	10	-5	7	6
Cc1cc[n+](-c2[nH]c(=O)sc2/C=N/N=C(\[O-])CCn2c3ccccc3c3ccccc32)cc1	-1	-6.0	5	5	21	-5	nt	5	0	14
O=C(COC(=O)C1CC1)NCc1ccc(Cl)cc1Cl	0	0.0	2	-5	-2	-3	-13	-5	1	-4
C=CCNC(=O)C1=NOC(CNC(=O)c2c(-c3ccccc3Cl)noc2C)C1 (stereo unspecified)	0	-0.4	-1	1	-4	5	-1	0	-2	-2
Cn1c(/C(C#N)=C/Nc2ccccn2)nc2ccccc21	0	2.1	2	-3	2	-3	-9	-2	-2	6
COc1ccc(NC(=O)C2CC(=O)N(Cc3ccco3)C2)cc1Cl (stereo unspecified)	4	0.7	5	-3	5	-6	1	-7	-3	5
Cc1ccc2nc(/N=C(\N)NC(=O)N3c4ccccc4Sc4ccccc43)nc(C)c2c1	0	-3.4	-2	5	6	-2	-7	4	1	5
CC(C)(C)[C@H]1C=C(C(=O)N2CCN(Cc3ccccc3)CC2)O[C@@H](OCCCCO)C1	-4	-0.2	-1	1	-9	0	-6	1	-8	9
Cc1ccc(C)c(Cn2nnc3c(=O)[nH]c(C4CCN(S(=O)(=O)c5ccc(S(=O)(=O)NC6CC6)cc5)CC4)nc32)c1	3	-0.2	-1	-1	17	6	-80	2	0	-52
O=C(CNC(=O)N1CC(=O)Nc2ccccc21)NCc1ccc(F)cc1	-2	-0.3	-2	4	2	0	-2	0	3	-1
CCOC(=O)CC[C@@]1(C(=O)OCC)C[C@@H](CC(=O)NCc2ccc(C)o2)C(=O)N2CCCC=C21	0	nt	11	4	49*	nt	nt	-3	5	2
CC1(C(=O)Nc2cnc3ccccc3c2)CCN1CCOc1ccccc1 (stereo unspecified)	1	-2.0	-3	-3	1	7	nt	0	-8	4
COCCNC(=O)COc1ccc(C)cc1C	1	0.8	-2	0	-2	-1	-8	2	-2	-2
CCc1noc(C)c1C(=O)Nc1cc(S(=O)(=O)N2CCOCC2)ccc1N1CCN(CC)CC1	1	-1.1	2	2	-4	-2	4	-4	-4	-2
Cc1cc(C)c(C)c(S(=O)(=O)NC(C(=O)NCCc2ccco2)C(C)C)c1C (stereo unspecified)	-3	1.0	-1	3	2	12	-6	1	-3	0
COc1ccc(N2CCN(C(CNS(C)(=O)=O)c3ccco3)CC2)cc1 (stereo unspecified)	2	-1.1	-1	1	-5	4	2	-4	-2	1
CCC(C)(C(=O)NC1CCCCC1)N(CC1CCCO1)C(=O)Cc1cccs1 (stereo unspecified)	15	0.2	2	12	-6	-3	0	1	2	4
CCNS(=O)(=O)c1ccc(NC(=O)c2cccnc2)cc1	-1	-0.4	-2	4	1	11	0	-1	-5	-3
Cc1ccccc1NC(=O)COC(=O)C1C2CC3OC(=O)C1C3C2 (stereo unspecified)	1	-1.0	2	-3	-1	0	2	-2	4	5
O=C(CSc1ccc(-c2ccccc2)nn1)NC1CCCCC1	-2	-0.7	6	1	-8	-7	0	-2	0	-5
COc1cc2c(cc1OC)-c1cc(Nc3ccc(C(=O)O)cc3)nc(=O)n1CC2	3	0.1	4	-5	6	5	-5	0	-6	-6
COC(=O)c1ccc(Oc2c(F)c(F)nc(N3CCOCC3)c2F)cc1	-1	-1.6	2	3	1	1	-7	-2	5	-9
Cc1ccc2c(=O)cc(C(=O)NC3CCS(=O)(=O)C3)oc2c1C (stereo unspecified)	-4	-0.4	-6	-6	2	8	8	1	-7	4
CCCc1nc(NCc2ccncc2)c2nnn(Cc3ccccc3F)c2n1	-2	-2.0	1	-2	-2	9	-1	0	6	-5
COC(=O)/C=C/c1sc2nc(C)cc(C)c2c1N=CN(C)C	-7	-4.6	-1	-3	-4	8	nt	0	-2	-2
O=C(CSc1nc2ccccc2nc1N1CCCC1)N1CCN(c2cccc(C(F)(F)F)c2)CC1	-2	nt	0	-4	6	nt	nt	2	-8	10
Cc1c(CN(C)C)c2c(n1Cc1ccccc1)C(=O)c1ccccc1-2	-11	-7.4	-2	-16	0	1	9	2	6	3
COc1cccc(C(=O)NOCc2ccccc2)c1OC	6	0.1	-3	-2	3	3	2	-1	-2	3
Cc1ccc(-n2c(SCC(N)=O)nnc2-c2ccco2)cc1	-3	-0.2	-4	3	0	-1	2	7	-4	-3
CC(/C=C/c1ccc(N(C)C)cc1)=N\N=C(/N)SC1CC(=O)N(c2ccc(C(=O)O)cc2)C1=O (stereo unspecified)	-3	-3.9	3	-4	7	1	7	-1	-1	7
Cc1onc(-c2ccccc2Cl)c1C(=O)OCC(=O)Nc1ccc2c(c1)OCO2	3	0.9	-1	3	-3	-5	-14	1	9	-3
Cc1ccc(S(=O)(=O)N2CCC(C(=O)N[C@H](C(=O)N3CCN(C)CC3)C(C)C)CC2)cc1	22*	0.7	-1	1	-2	4	5	-2	3	2
CC(C)CC(=O)NC1(C(F)(F)F)C(=O)Nc2c1c(=O)n(C)c(=O)n2C (stereo unspecified)	-1	-0.4	4	3	4	1	4	0	-2	-1
CCc1nnc(NC(=O)C2CC(=O)N(C3CCCC3)C2)s1 (stereo unspecified)	2	-0.9	3	1	-1	-2	-2	-1	0	3
CCSc1sccc1C1C(C#N)=C(N)N(c2cccnc2)C2=C1C(=O)CCC2 (stereo unspecified)	-2	-1.0	8	2	3	-6	36	-2	-2	12
S=C(NCCCN1CCOCC1)NCCCN1CCOCC1	1	1.2	40*	1	-2	3	1	-3	3	4
Cc1c(C(=O)NCCSCc2cccc(C(F)(F)F)c2)cnn1-c1ccc(Cl)cc1	0	-1.4	-6	-5	-6	6	-28	0	5	-16
CC(C)(C)NC(=O)CN(Cc1ccccc1)S(=O)(=O)c1ccccc1	1	-2.4	-2	0	-1	1	0	3	-2	-13
CCc1nc2ccc(C(=O)NCc3ccc(OC)cc3)cn2c1N(CC)CCN(C)C	-1	-0.2	-3	2	1	0	nt	2	0	-1
Cc1ccc(C)c(OCCn2c(=O)c3c(ncn3C3CCCC3)n(Cc3ccccc3)c2=O)c1	-3	-2.8	1	-5	0	5	-8	-2	3	6
COCCNc1nc(-c2ccccc2F)c2sc(-c3ccccc3)cc2n1	1	-1.5	3	1	5	-3	nt	-1	4	-14
Cc1ccc(/C=N/NC(=O)c2cccnc2)s1	-3	0.9	3	-3	-3	2	6	0	-2	-1
COc1ccc(CCC(=O)N2CCCc3ccccc32)cc1	-1	-1.0	2	-2	-1	8	1	0	8	-2

Laid out differently: results already given
Each structure is followed by: UHRF1 MBD2 ctr, PG9 Ab binder, PRMT1 FP inh, MBD2 inh, rCAG RNA binder, TCR CD3 inh, HTRA1 inhibitor, LEDGF integ inh, Rev-erbA mod, ABHD4 inh
- S=C(NCCCN1CCOCC1)NCCCN1CCOCC1
    1, 1.2, 40*, 1, -2, 3, 1, -3, 3, 4
- Cc1c(C(=O)NCCSCc2cccc(C(F)(F)F)c2)cnn1-c1ccc(Cl)cc1
    0, -1.4, -6, -5, -6, 6, -28, 0, 5, -16
- CC(C)(C)NC(=O)CN(Cc1ccccc1)S(=O)(=O)c1ccccc1
    1, -2.4, -2, 0, -1, 1, 0, 3, -2, -13
- CCc1nc2ccc(C(=O)NCc3ccc(OC)cc3)cn2c1N(CC)CCN(C)C
    -1, -0.2, -3, 2, 1, 0, nt, 2, 0, -1
- Cc1ccc(C)c(OCCn2c(=O)c3c(ncn3C3CCCC3)n(Cc3ccccc3)c2=O)c1
    -3, -2.8, 1, -5, 0, 5, -8, -2, 3, 6

Record cards, as listed above.
CC(C)(C)NC(=O)CN(Cc1ccccc1)S(=O)(=O)c1ccccc1 across the screens: UHRF1 MBD2 ctr = 1; PG9 Ab binder = -2.4; PRMT1 FP inh = -2; MBD2 inh = 0; rCAG RNA binder = -1; TCR CD3 inh = 1; HTRA1 inhibitor = 0; LEDGF integ inh = 3; Rev-erbA mod = -2; ABHD4 inh = -13
Cc1ccc(C)c(OCCn2c(=O)c3c(ncn3C3CCCC3)n(Cc3ccccc3)c2=O)c1 across the screens: UHRF1 MBD2 ctr = -3; PG9 Ab binder = -2.8; PRMT1 FP inh = 1; MBD2 inh = -5; rCAG RNA binder = 0; TCR CD3 inh = 5; HTRA1 inhibitor = -8; LEDGF integ inh = -2; Rev-erbA mod = 3; ABHD4 inh = 6

Following part.
SMILES	UHRF1 MBD2 ctr	PG9 Ab binder	PRMT1 FP inh	MBD2 inh	rCAG RNA binder	TCR CD3 inh	HTRA1 inhibitor	LEDGF integ inh	Rev-erbA mod	ABHD4 inh
CNC(=O)c1c(NC(=O)c2ccco2)sc2c1CCCC2	2	1.1	6	7	-1	5	-1	-2	0	7
CC1=CC(C)(C)Nc2ccc(OC(=O)C(C)N3C(=O)c4ccccc4C3=O)cc21 (stereo unspecified)	3	-0.2	1	-1	-3	6	8	0	7	11
N#Cc1cc([N+](=O)[O-])cnc1N(CCO)CCO	4	-0.2	1	0	-1	6	5	-2	0	4
Cc1cc(C(=O)O)ccc1-c1ccc(/C=C2\SC(=O)N(CC(=O)Nc3ccc4c(c3)OCO4)C2=O)o1	24*	-1.9	10	6	11	2	-2	-2	-25	15
CCCCNC(=O)c1cc2c(=O)n(CC)c3ccccc3c2s1	3	1.3	1	5	0	4	-4	0	19	6
CCC(=O)Nc1cc2c(cc1C(=O)c1ccccc1)OCCO2	10	-0.7	1	4	1	-4	3	1	2	-10
CC1(C(=O)Nc2cccnc2)Cc2c(-c3ccccc3)ccnc2O1 (stereo unspecified)	3	-0.8	6	0	0	-7	nt	0	7	0
Nc1nc(COC(=O)c2ccc3c(c2)OCCO3)nc(Nc2ccccc2)n1	0	1.0	1	-1	3	0	-20	1	-1	-1
CCC(C)[C@H](NC(=O)NCc1cccs1)C(=O)OC (stereo partly specified)	-4	-0.3	-1	1	-4	0	-6	1	-6	-6
CCN(Cc1ccccc1)C(=O)Cn1c(=O)n(-c2ccc(OC)cc2OC)c(=O)c2c(C)c(C)sc21	13	2.2	-1	6	1	-6	6	-3	-3	-1
O=C(CSc1ccc(C(F)(F)F)cn1)Nc1ccccc1	3	-1.9	-2	3	-4	5	-1	2	6	-1

These rows are one share of the data. The share of hits here may be higher or lower than overall.
